Screening results deposited in PubChem by several laboratories.
FadD28 binding: inhibitors of FadD28 bisubstrate probe binding, primary screen, biochemical, fluorescence polarization, single point. 360,000 compounds, 0.22% hits. inhibition, % at 12.5 µM; in the data active means inhibition above about 8.5%, passing the limit was not always enough; inconclusive means no clear call, values can overlap the other calls
BioA inh: M. tuberculosis BioA enzyme inhibitors, primary screen, biochemical, plate reader, single point, HTS | purified M. tuberculosis BioA enzyme | inhibition, % at 9.99 µM | 360,000 compounds, 0.096% hits | AID 602481, 2012; in the data active means inhibition above about 40%; inconclusive means no clear call, values can overlap the other calls
GDH-TPI inh: GDH-TPI coupling enzyme inhibitors, primary screen, artefact control for M. tuberculosis FBA inhibitor project, biochemical, absorbance, full deck | inhibition, % at 4.8 µM | 360,000 compounds, 1.2% hits | GDH-TPI coupled enzyme counterscreen, NADH absorbance | AID 588335, 2011;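 further: 0% = DMSO wells and 100% = wells lacking the enzyme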
FBA Mtb inh: Mtb FBA enzyme inhibitors, primary screen, biochemical, fluorescence, strain H37Rv. Fructose-bisphosphate aldolase (Mycobacterium tuberculosis (strain ATCC 25618 / H37Rv)), …. purified M. tuberculosis FBA, fluorescence read-out. inhibition, % at 1 µM. 360,000 compounds, 2.3% hits. AID 588726, 2011; in the data active means inhibition above about 27%;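 further: 0% = vehicle and 100% = reference inhibitor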
Target sequence (P9WQA3 whole entry, looked up): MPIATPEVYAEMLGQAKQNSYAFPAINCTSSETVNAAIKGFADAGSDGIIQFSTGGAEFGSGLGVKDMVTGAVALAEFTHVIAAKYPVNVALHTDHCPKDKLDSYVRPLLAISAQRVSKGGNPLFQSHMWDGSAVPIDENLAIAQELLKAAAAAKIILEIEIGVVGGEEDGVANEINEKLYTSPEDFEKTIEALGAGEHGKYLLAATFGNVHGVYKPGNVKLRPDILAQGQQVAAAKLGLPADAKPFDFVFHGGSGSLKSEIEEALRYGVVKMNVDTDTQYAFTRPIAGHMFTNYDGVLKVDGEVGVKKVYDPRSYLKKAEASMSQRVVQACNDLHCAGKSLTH
CCHFV vOTU inh: CCHFV vOTU protease inhibitors, primary screen, biochemical, Pep-AMC substrate, fluorescence. Crimean-Congo hemorrhagic fever virus L polyprotein viral ovarian tumor (vOTU) protease …. inhibition, % at 11.5 µM. 370,000 compounds, 0.55% hits. AID 651958, 2012; further: 0% = vehicle wells with enzyme and 100% = no enzyme wells
BoNT-A LC inh2: BoNT/A light chain protease inhibitors, primary screen, biochemical, flow cytometry, MLPCN library; inhibition, % at 10 µM; multiplex microsphere protease substrate cleavage; 360,000 compounds, 0.17% hits; AID 588499, 2011; in the data active means inhibition above about 30%; inconclusive means no clear call, values can overlap the other calls; further: plate controls were buffer without enzyme for full effect and enzyme alone for no effect
UGM FP inh: M. tuberculosis UGM enzyme inhibitors, primary screen, biochemical, fluorescence polarization, single point. inhibition, % at 10 µM. 320,000 compounds, 0.06% hits. AID 504406, 2011. purified UGM, fluorescence polarization probe displacement. UDP-galactopyranose mutase (Mycobacterium tuberculosis (strain ATCC 25618 / H37Rv)), …; in the data active means inhibition above about 10%, passing the limit was not always enough; inconclusive means no clear call, values can overlap the other calls
Target sequence (P9WIQ1 whole entry, looked up): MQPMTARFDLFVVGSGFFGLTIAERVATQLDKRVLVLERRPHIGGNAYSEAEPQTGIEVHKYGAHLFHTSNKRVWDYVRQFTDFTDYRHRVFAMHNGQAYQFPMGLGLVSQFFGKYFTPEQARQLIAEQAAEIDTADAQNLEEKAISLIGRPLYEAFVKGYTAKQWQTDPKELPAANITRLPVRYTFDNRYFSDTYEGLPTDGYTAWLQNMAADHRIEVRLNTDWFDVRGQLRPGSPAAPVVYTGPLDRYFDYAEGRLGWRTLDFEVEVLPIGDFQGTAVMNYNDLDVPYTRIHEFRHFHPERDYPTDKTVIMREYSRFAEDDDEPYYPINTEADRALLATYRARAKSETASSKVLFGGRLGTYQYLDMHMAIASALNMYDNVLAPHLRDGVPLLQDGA
BoNT-F LC inh: BoNT/F light chain protease inhibitors, primary screen, biochemical, flow cytometry, MLPCN library. inhibition, % at 10 µM. Botulinum neurotoxin type F light chain protease (Clostridium botulinum). Multiplex microsphere protease cleavage assay. AID 588497, 2011. 360,000 compounds, 0.22% hits; in the data active means inhibition above about 35%, passing the limit was not always enough; inconclusive means no clear call, values can overlap the other calls; further: plate controls were buffer without enzyme for full effect and enzyme alone for no effect
PrPC surface inh: inhibitors of human cell surface prion protein PrPC, primary screen, cell-based, TR-FRET | Major prion protein (Homo sapiens), P04156 | TR-FRET read-out | inhibition, % at 13.8 µM | 370,000 compounds, 0.43% hits; in the data active means inhibition above about 24%; further: 0% = median of the test wells and 100% = reference compound wells
* hit, by the source's call; ? = inconclusive; / = no result given. Unless noted, no stated cut-off is given here; in the data, active means inhibition above about 30%; inactive means the rest. Rows are unselected; overall some 4.8% were active at least once.

SMILES	FadD28 binding	BioA inh	GDH-TPI inh	FBA Mtb inh	CCHFV vOTU inh	BoNT-A LC inh2	UGM FP inh	BoNT-F LC inh	PrPC surface inh
Cc1cc(C(=O)COC(=O)c2n[nH]c(=O)c3ccccc23)c(C)n1C(C)C	-2.7	-1.1	11	3	-2	-0.8	0.1	1	6
CCc1cccc(C)c1NC(=O)COC(=O)Cc1ccsc1	-1.5	0.2	8	5	-4	-0.1	0.3	1	0
Cc1cc(C)c(/C=C(\C#N)S(=O)(=O)c2ccccc2)[nH]1	-1.0	/	16	2	8	0.3	3.0	-5	1
Cc1c(C(=O)N2CCN(CCc3ccccc3)CC2)oc2ccccc12	-1.4	-0.1	6	1	3	0.5	4.6	-4	-9
O=C(CSc1nc2cc(Cl)ccc2s1)NCc1ccc2c(c1)OCO2	-2.2	0.1	11	3	-3	-0.5	-0.3	4	6
CCOc1ccc(C(C(=O)NCC2CCCO2)N(C(=O)c2snc(C(N)=O)c2N)c2ccc(F)cc2)cc1 (configuration not stated)	0.5	0.9	5	13	-11	0.4	-2.3	14	-5
Nc1c(C(=O)c2ccccc2)sc2nsc(SCCN3CCCC3)c12	-1.4	2.2	-7	-3	1	14	1.3	?	-11
CS(=O)(=O)N(CC(=O)N1CCCC1)c1cccc(Cl)c1Cl	-1.9	0.2	-2	0	-10	0.5	-4.0	6	0
NS(=O)(=O)c1ccc(N/N=C/c2cn(-c3ccccc3)nc2-c2cccs2)c([N+](=O)[O-])c1	-2.0	-0.3	12	2	13	-0.1	2.6	-1	0
Cc1ccc(C(=O)Nc2ccc(NC(=O)c3ccco3)c(C)c2)cc1	-0.3	-0.2	3	0	5	-1.5	-4.2	2	-6
O=C(c1ccncc1)N1N=C(C2CCCCC2)CC1(O)C(F)(F)F (configuration not stated)	-4.0	/	-3	-1	4	-0.4	-1.0	-4	1
Cc1cccnc1NC(=S)NC(=O)c1cncc(Br)c1	0.6	0.5	13	3	-23	0.1	-1.6	5	1
COC(=O)c1cc(=O)n(CCc2ccccc2)c(=Nc2ccc(F)cc2)s1	0.7	-1.4	6	0	-7	0.1	0.3	-1	8
O=C(CCS(=O)(=O)Cc1ccccc1F)NCCCN1CCCCC1	-1.0	-0.5	1	-1	3	/	-0.7	/	-10
CSc1cccc(NC(=O)CN(Cc2ccc(Cl)cc2)S(C)(=O)=O)c1	-6.2	/	-5	0	-3	0.2	1.2	-5	1
COc1ccc(N2CCN(CCNC(=O)Nc3ccc(C)cc3Cl)CC2)cc1	0.8	-1.0	6	1	12	0.6	-1.4	4	17
Cc1cccc(NC(=O)CCN2C(=O)c3ccccc3C2=O)c1	0.1	-0.8	11	0	2	-4.2	0.1	?	-5
COC(=O)c1sc(S(=O)(=O)Nc2ccc(C)cc2)c(C(=O)OC)c1C	0.2	/	8	0	5	-1.7	-2.3	-9	3
COc1ccccc1NC(=O)c1ccc(NC(=O)CN2CCCCC2)cc1	-1.7	-0.2	1	2	24	1.3	-0.6	5	-6
Cc1ccccc1C(=O)NNC(=S)NC(=O)COc1ccccc1	-3.2	/	0	1	8	-0.7	2.2	-4	-9
COc1cccc(Nc2nc3cc(OC)ccc3cc2C#N)c1	-0.6	/	10	2	-8	0.9	-2.9	-3	3
O=C(c1cc(-c2ccccn2)nc2c(Cl)cccc12)N1CCN(S(=O)(=O)c2ccccc2)CC1	0.3	/	3	3	5	2.9	1.0	-1	3
CC1(C(=O)O)CCN1C(=O)c1cccc(OC(F)(F)F)c1 (configuration not stated)	0.5	-7.7	6	1	16	0.5	/	-1	-1
O=[N+]([O-])c1ccc(S(=O)(=O)N2CCN(Cc3ccco3)CC2)cc1	1.6	-0.5	2	4	4	-0.6	-3.3	15	-39
O=C(CCc1c[nH]c2ccccc12)Nc1ncccc1O	-1.3	-0.3	0	-3	8	0.3	1.9	-7	-2
CCc1nnc(NC(=O)CCS(=O)(=O)Cc2ccccc2)s1	3.9	-1.0	5	1	16	-0.8	-1.6	-11	6
Cc1ccc(S(=O)(=O)N2CCN(c3ccccc3)CC2)cc1C	-0.8	-1.8	1	1	7	-3.7	1.4	18	-4
O=c1ncn(-c2cccc(F)c2)c2ncccc12	-3.1	1.1	1	-2	14	?	4.9	1	-1
CCCc1cc(CN2CCOCC2)c(O)c(CN2CCOCC2)c1O	0.8	/	10	1	-2	-0.8	/	-9	-3
O=c1ccnc2n1COCS2	-3.9	-2.0	5	-3	-1	-1.1	-2.6	?	6
CC(CC(=O)c1ccc(F)cc1)N1CCN(c2ccccc2)CC1 (configuration not stated)	-4.4	/	5	-1	-11	0.3	/	-51	5
OC(COc1ccc2c(c1)CCC2)Cn1cnc2ccccc21 (configuration not stated)	0.9	1.4	0	-1	7	1.3	1.2	?	5
N/C(=N\OC(=O)c1ccc(=O)n(Cc2ccccc2)c1)c1ccccn1	-1.7	2.8	-4	-3	-9	-0.2	1.7	-3	8
O=C(C/C=N\OCc1ccc([N+](=O)[O-])cc1)Nc1ccc(Cl)cc1	-1.0	/	-7	3	-6	-1.1	1.0	-6	11
COc1ccc(NC(=O)c2cnc3ccccn3c2=O)c(OC)c1	-0.7	1.1	20	-1	-5	0.0	/	-6	-6
CCCc1[nH]n(-c2ccc(F)cc2)c(=O)c1C=Nc1ccc(C)cc1	-3.5	/	0	-3	7	0.1	0.6	-2	9
CN1CCSc2ccc(C(=O)Nc3ccc(Cl)cc3)cc21	0.7	/	13	33*	-12	-0.3	4.3	-10	-4
Cc1ccc(CN2C(=O)CSc3ccc(C(=O)NC4CC4)cc32)cc1	-4.2	0.6	12	1	1	-2.8	-0.8	-4	4
COC(=O)C1=C(O)CSC1=Nc1ccccc1	-3.4	1.5	-4	4	9	0.1	-0.6	-6	3
Cc1noc(C(=O)NCc2ccco2)c1Cl	-2.5	-0.8	-3	-2	3	0.2	1.3	-11	4
O=C1/C(=C/c2ccc([N+](=O)[O-])cc2)CCC1C1CCCC1 (configuration not stated)	-1.5	0.6	7	-3	-17	4.1	2.7	-20	-1
Cc1c(C(=O)NNS(=O)(=O)c2ccccc2Cl)sc(=S)n1C	-2.6	1.3	15	-1	1	1.9	1.7	1	1
O=C(c1ccc(S(=O)(=O)N2CCCC2)cc1)N1CCCc2ccccc21	-1.0	-1.1	16	4	10	0.9	1.9	1	-2
Cc1csc2c(N3CCN(C(=O)Nc4ccc(OC(F)(F)F)cc4)CC3)ncnc12	-2.8	/	-8	-7	10	0.4	-1.5	-3	0
Cn1c(N)cc(=O)[nH]c1=S	-3.3	-1.6	0	-4	-3	0.5	/	9	-4
CC(=O)NCC(=O)NC1(C(=O)NC2CCCC2)CCCCC1	-3.3	-0.9	-3	-9	-4	0.6	-3.4	1	-4
CC1CCCC(C)N1CC(O)COC1CCC(C(C)(C)C)CC1 (configuration not stated)	-1.8	-3.3	-6	29*	5	4.1	-0.7	?	6
COc1cccc(CN(C)C(=O)c2ccc(NS(=O)(=O)c3ccc4[nH]c(=O)[nH]c4c3)cc2)c1OC	-5.6	-0.5	-5	-1	10	-0.3	1.4	5	-2
Cc1cc(NC(=O)CN2C(=O)NC3(CCCCCC3)C2=O)ccc1Br	-5.3	-0.3	-1	-2	14	-3.2	-5.1	?	13
COc1ccc2c(c1)C(C)CC(C)(C)N2C(=O)Nc1ccccc1 (configuration not stated)	1.1	-1.8	-12	2	9	-4.3	-0.2	20	-12
(list continues)
SMILES	FadD28 binding	BioA inh	GDH-TPI inh	FBA Mtb inh	CCHFV vOTU inh	BoNT-A LC inh2	UGM FP inh	BoNT-F LC inh	PrPC surface inh
O=C(/C=C/c1ccc2c(c1)OCO2)NCCSCc1c(Cl)cccc1Cl	-2.3	/	1	4	-8	-0.1	-1.6	-4	5
O=C(CCCC(=O)N(CC(=O)NC1CCCC1)c1cccc(F)c1)Nc1ccccn1	0.6	-1.0	-3	-3	1	0.2	-1.3	2	1
CCOC(=O)C1=C(C)N(C)C(=O)NC1c1ccccc1OC (configuration not stated)	-2.8	0.4	-1	-5	2	0.5	2.5	8	-5
CC1CCCN(c2nc3c(c(=O)n(C)c(=O)n3C)n2CCSc2nc3ccccc3s2)C1 (configuration not stated)	-4.8	0.4	-10	-1	5	0.9	4.0	1	2
Cc1ccc(-c2nc3ccccc3c(=O)n2-c2cccc(O)c2)cc1	-3.2	/	9	-2	10	0.2	-1.5	0	-4
CCCCc1nnc(NC(=O)C2CCN(c3ncnc4sc(C)c(C)c34)CC2)s1	-1.3	-0.4	-3	-2	-6	-1.7	1.5	-5	11
Cc1cccc(NC(=O)C2c3ccccc3C(=O)N3CCc4ccccc4C23)n1 (configuration not stated)	-3.0	1.3	10	3	-12	-0.3	-0.4	-4	2
Cc1cc(C#Cc2c(-c3ccccc3)n(C)c3ccccc23)ccc1F	-1.5	-2.7	16	27*	7	2.6	1.8	-1	-4
CCCc1cc(NC(=O)COC(=O)c2nccnc2N)n(-c2ccccc2)n1	-2.8	-2.3	16	85*	-67	0.7	-1.7	-7	0
CCOC(=O)C1CCN(C(=O)c2ccc3c(=O)n4nc(Nc5cc(C)ccc5C)sc4nc3c2)CC1	-5.9	-0.3	21	-2	14	-1.0	1.0	7	2

Of the compounds above, these have a Cl atom:
SMILES	FadD28 binding	BioA inh	GDH-TPI inh	FBA Mtb inh	CCHFV vOTU inh	BoNT-A LC inh2	UGM FP inh	BoNT-F LC inh	PrPC surface inh
O=C(CSc1nc2cc(Cl)ccc2s1)NCc1ccc2c(c1)OCO2	-2.2	0.1	11	3	-3	-0.5	-0.3	4	6
CS(=O)(=O)N(CC(=O)N1CCCC1)c1cccc(Cl)c1Cl	-1.9	0.2	-2	0	-10	0.5	-4.0	6	0
CSc1cccc(NC(=O)CN(Cc2ccc(Cl)cc2)S(C)(=O)=O)c1	-6.2	/	-5	0	-3	0.2	1.2	-5	1
COc1ccc(N2CCN(CCNC(=O)Nc3ccc(C)cc3Cl)CC2)cc1	0.8	-1.0	6	1	12	0.6	-1.4	4	17
O=C(c1cc(-c2ccccn2)nc2c(Cl)cccc12)N1CCN(S(=O)(=O)c2ccccc2)CC1	0.3	/	3	3	5	2.9	1.0	-1	3
O=C(C/C=N\OCc1ccc([N+](=O)[O-])cc1)Nc1ccc(Cl)cc1	-1.0	/	-7	3	-6	-1.1	1.0	-6	11
CN1CCSc2ccc(C(=O)Nc3ccc(Cl)cc3)cc21	0.7	/	13	33*	-12	-0.3	4.3	-10	-4
Cc1noc(C(=O)NCc2ccco2)c1Cl	-2.5	-0.8	-3	-2	3	0.2	1.3	-11	4
Cc1c(C(=O)NNS(=O)(=O)c2ccccc2Cl)sc(=S)n1C	-2.6	1.3	15	-1	1	1.9	1.7	1	1
O=C(/C=C/c1ccc2c(c1)OCO2)NCCSCc1c(Cl)cccc1Cl	-2.3	/	1	4	-8	-0.1	-1.6	-4	5
